# LMNA splice mod – LMNA splicing modulation. AID 1487. actives 0.01% (n = 200,000). Potency, µM (series often up to 46.1 µM), for the others: at the highest dose ratio change, negative = inhibition, usual class: inhibitors. HeLa LMNA splicing GFP/RFP minigene ratio, 48 h; active = well fitted inhibition curve with a large enough effect in the signal ratio, with a control signal flat, not every such curve was filed as active; inconclusive = small, poorly fitted or top-dose-only effect, or effect the other way, or a change in a side signal; the % refers to the signal ratio; note: potency is the fitted concentration of half-maximal effect; % is set by controls: 0 for no effect and ±100 for the full control effect
#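 S3 HeLa stable clones carrying a lamin A-EGFP splicing minigene plus DsRed2 were seeded at 600 cells/well in Opti-MEM with 2% FBS, pin-dosed and incubated 48 h at 37°C. Acumen cytometry (488 nm) gave the GFP/RFP total-intensity ratio.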
# SMN2 splice up – increases expression of the SMN2 splice variant. HEK293 SMN2-luciferase splicing reporter, luminescence, 30-36 h. AID 1458. Potency, µM (top dose mostly 46.1 µM), for inactives: at the highest dose activity change, positive = activation, hits mostly activators. actives 2.8% (n = 210,000); note: potency is the fitted concentration of half-maximal effect; % of control where 0% means no effect; nearly all actives have a fitted effect of over 55% in size
#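 HEK293 cells carry an SMN2 minigene-luciferase reporter in which exon 7 inclusion puts luciferase in frame. Cells were seeded at 2000 cells/well, attached for 10-12 hours, then exposed to compounds for 30-36 hours at 37C before ONE-Glo luminescence.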
# HttQ103 aggreg – mutant huntingtin aggregation inhibition; PC12 HttQ103-GFP aggregates, Acumen cytometry, 40 h; actives 1.1% (n = 220,000); Potency, µM (series often up to 46.1 µM), for inactives: at the highest dose activity change, negative = inhibition, usual class: inhibitors; AID 1688; note: potency is the fitted concentration of half-maximal effect; % is set by controls: 0 for no effect and ±100 for the full control effect; nearly all actives have a fitted effect of over 60% in size
#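 Quantitative HTS on tebufenozide-induced (100 nM) PC12 cells stably expressing polyQ103 Huntingtin exon 1–GFP. Reduction of bright GFP aggregates, detected by laser scanning cytometry after lysis, identified actives across the titration.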
# CBFb RUNX1 block – inhibitors of human CBF-beta and RUNX1 interaction. 230,000 tested, under 10 active. Potency, µM (series often up to 59.8 µM), for inactives: top-dose activity, negative = inhibition, hits mostly inhibitors. Q01196+Q13951. AlphaScreen CBFb-His/RUNX1-biotin binding, biochemical. AID 1477; note: % of control where 0% means no effect
# Target sequence (Q01196 whole entry, looked up): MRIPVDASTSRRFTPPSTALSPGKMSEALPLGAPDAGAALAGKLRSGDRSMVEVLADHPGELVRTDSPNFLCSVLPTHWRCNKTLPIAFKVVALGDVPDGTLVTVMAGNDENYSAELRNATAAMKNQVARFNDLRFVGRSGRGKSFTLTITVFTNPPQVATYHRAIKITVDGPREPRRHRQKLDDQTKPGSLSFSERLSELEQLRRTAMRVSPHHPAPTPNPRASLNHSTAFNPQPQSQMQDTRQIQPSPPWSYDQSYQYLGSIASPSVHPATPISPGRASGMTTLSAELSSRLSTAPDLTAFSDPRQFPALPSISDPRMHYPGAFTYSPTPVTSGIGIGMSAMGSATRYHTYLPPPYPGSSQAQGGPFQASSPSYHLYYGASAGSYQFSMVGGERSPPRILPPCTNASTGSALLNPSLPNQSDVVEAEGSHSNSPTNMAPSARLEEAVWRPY
# Target sequence (Q13951 whole entry, looked up): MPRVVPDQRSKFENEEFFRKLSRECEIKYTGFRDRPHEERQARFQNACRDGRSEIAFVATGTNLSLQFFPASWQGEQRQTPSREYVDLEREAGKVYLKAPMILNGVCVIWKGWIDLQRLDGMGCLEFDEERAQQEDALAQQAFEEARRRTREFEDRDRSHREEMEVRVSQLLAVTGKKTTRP
#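 Interaction loss through any mechanism counts as activity. Pre-formed complex of His-CBF-beta and biotin-RUNX1 (30 nM apiece) is incubated with compound 15 min, then with 50 ng nickel and 50 ng streptavidin beads for 90 min before AlphaScreen detection.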
# HTT ATP protect – protects HTT-Q103 PC12 cells, measured by ATP. Potency, µM (top dose mostly 56.4 µM), without a hit: cytoprotection (ATP increase), most hits filed as activators. actives 0.14% (n = 230,000). PC12 HTT-Q103 induced, cytoprotection, ATP luminescence, 40 h;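 note: potency is the fitted concentration of half-maximal effect; % of control where 0% means no effect; nearly all actives have a fitted effect of over 45% in size; toxic huntingtin expression switched on by the ecdysone agonist tebufenozide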
#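 ATP quantification (ATPlite) reports survival of PC12 cells in which tebufenozide, 100 nM final, switches on Htt exon 1 with 103 glutamines linked to GFP; compounds are titrated.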
# KinaseGlo FLuc – Kinase-Glo luciferase inhibition (counter-screen); Potency, µM (top dose mostly 38.3 µM), for inactives: top-dose activity change, negative = inhibition, usual class: inhibitors; Kinase-Glo luciferase, ATP luminescence, 8 min; actives 0.28% (n = 200,000); Q27757; note: potency is the fitted concentration of half-maximal effect; % is set by controls: 0 for no effect and ±100 for the full control effect; nearly all actives have a fitted effect of over 60% in size
#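 Compounds were added to a substrate mix at pH 7.2 (50 mM imidazole, 10 uM ATP, within the enzyme's linear range), followed by Kinase-Glo detection reagent; luminescence was measured after 8 minutes at ambient temperature.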
# IMPase Li cell – membrane-permeable IMPase blocker, potentiated with lithium; CHO-M1 cells, IP1 TR-FRET (IP-One), carbachol + lithium; Potency, µM (titrated, usually from 59.4 µM), inactives show at the highest dose activity, negative = IMPase inhibition, most hits filed as inhibitors; actives 0.35% (n = 210,000); AID 1457;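 note: IP1 builds up when IMPase is blocked and the TR-FRET signal falls; potency is the fitted concentration of half-maximal effect; plate controls were basal vehicle for no effect and high inhibitor control for full effect; nearly all actives have a fitted effect of over 50% in size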
#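 Test compounds were applied to CHO-M1 cells previously cultured for 16–30 h at 2000 per well. A small lithium amount accompanied them; after 30 min at 37C, IP1 was quantified by TR-FRET.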
# An asterisk follows results filed as active; u = inconclusive; x = no result given; [ ] = another dose, or the depositor's remark. Unless noted, calls come from the whole dose curve; as a rule, active = well fitted curve in the direction sought with a large enough effect; inconclusive = small, poorly fitted or top-dose-only effect, or another doubt; inactive = no such curve, though single readings can be large; an effect the other way counts as inactive or inconclusive.
SMILES,LMNA splice mod,SMN2 splice up,HttQ103 aggreg,CBFb RUNX1 block,HTT ATP protect,KinaseGlo FLuc,IMPase Li cell
Cn1c(SC/C=C/c2ccccc2)nnc1-c1cccs1,-2%,-20%,-4%,-2%,16%[10 µM],2%,11%
C=CCSc1nc(N)cc(=O)[nH]1,x,x,2%[9.22 µM],-1%,10%[10 µM],x,x
CN(CC(=O)O)S(=O)(=O)c1ccc2c(c1)NC(=O)CC(=O)N2,8%[46 µM],-20%,14%,-5%,4%[10 µM],-1%,-3%
O=C1C2CC=C(Cl)CC2C(=O)N1CCc1ccccc1 (stereo not given),0%,-13%,-12%,-10%,-9%,-1%,16%[38.3 µM]
COc1ccc(CCNC(=O)CCNS(=O)(=O)c2cccc3nonc23)cc1OC,7%,7%,-2%,-4%,-6%,-2%,45%[activator][38.3 µM]
O=C(COc1ccccc1-c1ccccc1)N/N=C/c1ccc2ccccc2c1,u,6%[1.84 µM],8%,0%,-71%[inhibitor][10 µM],-1%,9%
O=C(Cc1cc(C(=O)O)c2ccccc2n1)Nc1ccccc1,x,x,u,-1%,-39%[inhibitor],x,-8%
c1ccc(Oc2nnc(-c3cccs3)c3ccccc23)cc1,-2%,-2%,15%,3%,20%[0.074 µM],0%,-4%
NC(=O)CCSC(=S)N1CCOCC1,u,4%,-14%,2%,-10%,3%,-9%
CCC(C)N1C(=O)S/C(=C/c2ccc(N3CCOCC3)cc2C)C1=O (stereo not given),u,-16%,-14%,14%,x,0%,-4%
CN(c1ccc(OCC(=O)NCc2cccnc2)cc1)S(=O)(=O)c1ccc(Cl)cc1,x,-7%,-4%,-3%,-15%,1%,15%
O=c1c(-c2ccccc2)nc2cnc(Nc3ccccc3)nc2n1C[C@H]1CCCO1,u,x,x,x,-5%,x,-9%
Cc1cc(=O)c2c(O)c(O)ccc2o1,u,-49%[inhibitor],-9%,-13%,-16%,-1%,-1%[38.3 µM]
Cc1ccc(S(=O)(=O)c2nc(Nc3ccccc3N3CCOCC3)sc2Cl)cc1,16%,-12%,2%,-15%,-34%,-2%,15%[38.3 µM]
Cc1ccc(OCc2nnc(SCC(=O)N3CCOCC3)n2C)cc1,6%,16%,4%,4%,13µM*,1%,12%[38.3 µM]
CSc1ccccc1NC(=O)CN(Cc1ccc(Cl)cc1)S(C)(=O)=O,u,-10%,2%,2%,-12%,-2%,6%[38.3 µM]
O=C(COC(=O)C1(c2ccc(Cl)cc2)CCCC1)NCc1ccco1,-5%[46 µM],-20%,-3%,1%,-11%,4%,16%
O=C(CC1C(=O)NCCN1Cc1cccc(Oc2ccccc2)c1)NCCc1ccccn1 (stereo not given),2%[46 µM],x,-3%[9.22 µM],-6%,9%[10 µM],3%,-1%
COc1ccc(/C=C2/C(=O)N=C(N)N2C)cc1OC,2%,-16%,26%,1%,6%,-3%,37%[activator][38.3 µM]
CCOc1nc(-c2ccccc2)ccc1-c1noc(COc2ccccc2)n1,-4%,11%,-15%,27%,-19%,0%,u

# Two entries picked at random from the list so far, as already listed:
SMILES,LMNA splice mod,SMN2 splice up,HttQ103 aggreg,CBFb RUNX1 block,HTT ATP protect,KinaseGlo FLuc,IMPase Li cell
Cc1ccc(OCc2nnc(SCC(=O)N3CCOCC3)n2C)cc1,6%,16%,4%,4%,13µM*,1%,12%[38.3 µM]
O=C(CC1C(=O)NCCN1Cc1cccc(Oc2ccccc2)c1)NCCc1ccccn1 (stereo not given),2%[46 µM],x,-3%[9.22 µM],-6%,9%[10 µM],3%,-1%

# Single records, as listed above:
# O=C1C2CC=C(Cl)CC2C(=O)N1CCc1ccccc1 (stereo not given) as listed: LMNA splice mod = 0%; SMN2 splice up = -13%; HttQ103 aggreg = -12%; CBFb RUNX1 block = -10%; HTT ATP protect = -9%; KinaseGlo FLuc = -1%; IMPase Li cell = 16%[38.3 µM]
# O=c1c(-c2ccccc2)nc2cnc(Nc3ccccc3)nc2n1C[C@H]1CCCO1 as listed: LMNA splice mod = u; SMN2 splice up = x; HttQ103 aggreg = x; CBFb RUNX1 block = x; HTT ATP protect = -5%; KinaseGlo FLuc = x; IMPase Li cell = -9%

# Continuation.
SMILES,LMNA splice mod,SMN2 splice up,HttQ103 aggreg,CBFb RUNX1 block,HTT ATP protect,KinaseGlo FLuc,IMPase Li cell
COc1ccc(C(=O)CSc2nnc(-c3ccccc3)o2)cc1,5%,-10%,16%,3%,-11%,1%,u
COc1cc(OC)cc(C(=O)N2CCN(Cc3ccccc3Br)CC2)c1,3%[46 µM],x,-1%[9.22 µM],7%,7%[10 µM],-1%,5%
CCc1nc2ccccc2c(C(=O)OC2CCOC2=O)c1C (stereo not given),4%,0%,-4%,-3%,-4%[10 µM],-6%,-10%[38.3 µM]
COc1ccc(Oc2nnc(-c3ccccc3)cc2C#N)cc1,4%,-8%,2%,-3%,2%,1%,u
O=C(NC(=S)Nc1ccc2oc(-c3cccnc3)nc2c1)c1cccc(Cl)c1,22%[0.0737 µM],-20%,17%,-1%,7%,-2%,-1%[38.3 µM]
O=C(COc1ccc(Cl)cc1Cl)Nc1ccc(CN2CCCCC2)cc1,-17%[9.22 µM],-5%,-4%[9.22 µM],-1%,-41%[inhibitor],-5%,24%
Cc1cccc2sc(N(CCCN(C)C)C(=O)COc3ccc(Cl)cc3)nc12,-10%[9.22 µM],-36%[inhibitor],-8%,0%,-9%,-3%,-4%
Cc1cc(N2CCN(C)CC2)nc2ccc(NC(=S)N3CCCCCC3)cc12,x,21%,19%,-17%,-36%[inhibitor],2%,10%
COc1ncc2nc(-c3cn(C)c4ccccc34)c(=O)n(C[C@H]3CCCO3)c2n1,9%,x,x,x,-15%,x,-2%
CC(C)C(=O)C(C)(C)CCc1ccccn1,x,-7%[9.22 µM],x,x,5%[10 µM],0%[7.66 µM],1%
Cc1sc2ncnc(SCC(=O)Nc3nc(-c4ccc(F)c(F)c4)cs3)c2c1C,9%[46 µM],-16%,9%,8%,-7%,1%,13%
Cc1c(CNC2CCCC(C)C2C)c(C(=O)O)c(C)n1Cc1ccccc1 (stereo not given),-6%,-15%[1.84 µM],3%,8%,28%[10 µM],0%,12%
O=C(Cn1nc(CNc2ccc(Br)cc2)[n+]2c1CCCCC2)c1ccc([N+](=O)[O-])cc1,x,x,24%[9.22 µM],-11%,-3%[10 µM],x,x
O=C(c1ccccc1)c1c(O)nc(-c2ccccc2)n(-c2ccccc2)c1=O,-6%,-2%,u,-3%,37%[10 µM],0%,-6%
CC(C)NCC(O)COc1ccccc1-n1cccc1 (stereo not given),x,-4%,-2%,7%,-22%,x,-6%
COC(=O)c1ccc(NC(=O)CSc2nnc(-c3ccncc3)n2N)cc1,4%,-18%,-4%,4%,-10%[0.074 µM],-2%,-14%[38.3 µM]
COc1ccc(CN(Cc2ccc(C(=O)O)cc2)C(=S)Nc2cc(C)cc(C)c2)cc1OC,12%[46 µM],-26%,-4%,10%,-6%,12%,-5%
Cc1cc(-c2ccccc2)nc(-c2ccccc2)c1C,-3%[46 µM],x,7%[9.22 µM],1%,7%[10 µM],13µM*,19%
COc1ccc(N2CCN(C(=O)C3CCCN(S(=O)(=O)c4cccc5cccnc45)C3)CC2)cc1 (stereo not given),-16%,-44%[inhibitor],7%,-11%,-24%,6%,28%[38.3 µM]
Cc1cccc(NC(=S)NCC(c2cccnc2)N(C)C)c1 (stereo not given),-17%,u,-1%,3%,0%[10 µM],3%,1%
CCOC(=O)C1CCN(C(=O)CSc2cc(=O)n(C)c3ccccc23)CC1,0%,x,-31%,-2%,-24%,x,x
Cc1c(Cl)cccc1NC(=S)NCCCN(C)C,-4%,27%,-7%,-10%,x,0%,3%
Cc1cc(C)cc(SCc2noc(C(=O)NCc3ccccc3)c2C(=O)NCc2ccccc2)c1,x,x,-9%[9.22 µM],12%,11%[10 µM],x,x
O=C(CC1C(=O)N(c2ccccc2)C(=S)N1c1ccccc1)c1ccccc1 (stereo not given),-19%,3%,3%,2%,15%[10 µM],5%,10%
Cc1ccc(S(=O)(=O)N/N=C2/CC(c3ccccc3)Oc3ccccc32)cc1 (stereo not given),3%[0.0737 µM],-20%,u,-2%,-19%,1%,11%[38.3 µM]
COc1ccc(CN(C(=O)c2cccs2)c2ccccc2C(=O)O)cc1,x,x,-6%[9.22 µM],0%,12%[10 µM],x,x
COc1ccc(CNC(=O)CCS(=O)(=O)Cc2cccc(Cl)c2)c(OC)c1,x,-20%,7%,2%,-13%,-2%,1%
Cc1cccc(NC(=S)NC(C)C(c2cccs2)N2CCN(C)CC2)c1C (stereo not given),x,x,2%[9.22 µM],13%,18%[10 µM],x,x
Cc1ccnc2nc(C(=O)OCCOc3ccc(F)cc3)nn12,x,18%,-5%,u,-21%,-1%,-2%
CCOC(=O)c1ccccc1NC(=O)CSc1nc2ccccc2o1,u,24%,-17%[9.22 µM],13%,0%[10 µM],-1%,18%[38.3 µM]
Cc1nnc(N(CCC#N)CCC#N)s1,0%,-1%,3%,-2%,0%,7%,-2%[38.3 µM]
COc1ccc2c(c1)CC/C(=C/c1ccncc1)C2=O,u,-58%[inhibitor],-20%,5%,0%[10 µM],-10%,10%
O=C(c1ccc2ncsc2c1)N1CCN(c2ccccc2Cl)CC1,-6%[46 µM],28%,-12%,-2%,13%,0%,5%
CN(NS(=O)(=O)c1ccc(F)cc1)c1ncc(C(F)(F)F)cc1Cl,u,4%,0%,-2%,8%[10 µM],-2%,6%
Cn1cccc1Cc1nnc(SCC(=O)NCc2ccccc2Cl)n1-c1ccc(F)cc1,-6%,-7%,-3%,-9%,4%,0%,-5%[38.3 µM]
c1cn2c(NC3CCCC3)c(-c3ccc(N4CCOCC4)cc3)nc2cn1,-10%,13%,13%,3%,-125%[inhibitor],-4%,-10%[38.3 µM]
CN(C(=O)CSc1nnc(NCc2ccccc2)s1)C1CCS(=O)(=O)C1 (stereo not given),4%[46 µM],0%,32%,12%,-12%[10 µM],3%,7%
CCc1ccc(-n2c(SCC(=O)Nc3cc(C)[nH]n3)nc3[nH]ncc3c2=O)cc1,20%,-17%,-8%,-5%,5%,1%,-2%[38.3 µM]
CC(=O)Nc1ccc(S(=O)(=O)CCC(=O)O)cc1,-2%,9%,-6%,0%,-30%[10 µM],-1%,-3%
Cc1cc(C)cc(C(=O)NN2CCN(C)CC2)c1,x,8%,3%,-8%,8%[10 µM],-1%,2%
CCCC(c1nnnn1CCC(C)C)N1CCC(C(N)=O)CC1 (stereo not given),u,-6%,-13%,2%,-4%,-1%,2%[38.3 µM]

# Source: PubChem
